Screens (PubChem BioAssay)
HTR5A inv ctr: counter-screen for OPRM1-OPRD1 inverse agonists: human HTR5A inverse agonism. P47898. HTR5A cell line, luminescence. inhibition, % at 9.3 µM. 340,000 tested, 0.083% active. AID 504634; in the data active = inhibition mostly above about 23%, no sharp cut-off; inactive = mostly below about 18%;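 also: 0% = cells with DMSO and 100% = no-cell wells with DMSO; some compounds called inactive have numbers as strong as hits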
RTF Ca sens inh: cardiac RTF calcium desensitization. 340,000 tested, 0.12% active. IANBD-labeled cardiac RTF, Ca2+ fluorescence. P19429+P45379. AID 493244. inhibition, % at 7.15 µM;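 active = inhibition above the mean inhibition of all tested compounds plus 3 SD, cut at about 17% in these data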;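 also: assay run at fixed EC70 calcium of 1.6 mM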
V-ATPase pH: yeast V-ATPase proton transport regulation by pHLuorin; response, % at 10 µM; S. cerevisiae, pHLuorin cytosolic pH fluorescence; AID 504577; 350,000 tested, 0.37% active; in the data active = response mostly above about 7.3%, no sharp cut-off; inactive = mostly below about 5.4%; also: actives read high; inactives centre near 0; some compounds called inactive have numbers as strong as hits; reference of the scale not given here
OPRM1-OPRD1 inv: mu-delta opioid heterodimer inverse agonism. P35372+P41143. cell-based MOR-DOR heterodimer luminescence. inhibition, % at 9.3 µM. 340,000 tested, 0.21% active. AID 504357; in the data active = inhibition above about 22%, passing the limit was not always enough;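 also: 0% = cells with DMSO and 100% = wells without cells with DMSO; values of inactives mirror those of a sister screen read the other way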
Target sequence (P35372 whole entry, looked up): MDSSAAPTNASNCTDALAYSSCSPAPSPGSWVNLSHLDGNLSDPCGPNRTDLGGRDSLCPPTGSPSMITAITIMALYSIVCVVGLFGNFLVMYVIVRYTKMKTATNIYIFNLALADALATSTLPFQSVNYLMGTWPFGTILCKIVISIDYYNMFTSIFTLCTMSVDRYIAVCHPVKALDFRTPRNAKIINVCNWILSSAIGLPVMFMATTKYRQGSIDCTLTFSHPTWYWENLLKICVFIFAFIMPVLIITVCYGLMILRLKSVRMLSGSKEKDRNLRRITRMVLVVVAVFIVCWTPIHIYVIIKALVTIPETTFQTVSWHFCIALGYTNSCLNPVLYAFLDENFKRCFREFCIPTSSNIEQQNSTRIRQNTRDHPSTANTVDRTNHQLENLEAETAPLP
Target sequence (P41143 whole entry, looked up): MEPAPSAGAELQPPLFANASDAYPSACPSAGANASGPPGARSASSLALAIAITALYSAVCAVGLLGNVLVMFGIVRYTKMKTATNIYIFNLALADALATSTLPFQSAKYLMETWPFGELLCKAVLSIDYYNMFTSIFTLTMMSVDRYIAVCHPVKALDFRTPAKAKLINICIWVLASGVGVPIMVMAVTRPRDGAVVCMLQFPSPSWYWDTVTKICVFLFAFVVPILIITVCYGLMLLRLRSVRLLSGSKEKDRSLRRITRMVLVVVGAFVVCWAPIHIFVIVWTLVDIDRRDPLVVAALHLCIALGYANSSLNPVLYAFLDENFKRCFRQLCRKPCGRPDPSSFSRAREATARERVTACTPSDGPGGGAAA
CAL PDZ FP: blocks peptide binding to the human CAL PDZ domain; Q9HD26; AID 602252; 300,000 tested, 0.92% active; purified CAL PDZ, TMR-peptide fluorescence polarization, 1 h; inhibition, % at 24.9 µM;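 active = mean inhibition of at least 30% with at least half of replicates also reaching 30%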;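 also: 0% = DMSO neutral control and 100% = excess unlabeled competitor peptide PRC23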
RTF Ca sens act: increases calcium sensitivity of human cardiac regulated thin filaments; P19429+P45379; 340,000 tested, 0.24% active; IANBD-labeled TnC RTF fluorescence at EC20 calcium; 0% EC20 calcium, 100% full calcium; activation, % at 7.2 µM;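 active = activation above the mean over all tested compounds plus 3 SD, cut at about 30% in these data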;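 also: rise in fluorescence read as greater calcium sensitivity of cardiac thin filaments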
Keap1 Nrf2 FP: disrupts human Keap1 binding to Nrf2 peptide; Q14145; Keap1 Kelch-Nrf2 peptide fluorescence polarization, 1536-well; inhibition, % at 9.4 µM; 340,000 tested, 0.15% active; AID 504523; in the data active = inhibition above about 12%;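 also: human Keap1 Kelch domain with fluorescein labeled Nrf2 9mer peptide probe; 0% = neutral control wells and 100% = peptide positive control; higher means more block of Keap1 binding to Nrf2 peptide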
HTR5A ag ctr: counter-screen for OPRM1-OPRD1 agonists: human HTR5A agonism | P47898 | HTR5A agonist assay, luminescence, cell-based | activation, % at 9.3 µM | 340,000 tested, 0.61% active; in the data active = activation mostly above about 9.5%, no sharp cut-off; inactive = mostly below about 7.6%;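 also: 0% = cells with vehicle only and 100% = reference agonist; strong numbers were not always called active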
MOR-DOR ag: agonists of human mu-delta opioid receptor heterodimerization; cells, OPRM1-OPRD1 heterodimerization, luminescence; P35372+P41143; activation, % at 9.3 µM; 340,000 tested, 0.3% active; AID 504326; in the data active = activation above about 18%;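 also: 0% = vehicle-treated cells and 100% = reference agonist; values of inactives mirror those of a sister screen read the other way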
LANA DNA inh: blocks KSHV LANA C-terminal domain binding to DNA; inhibition, % at 9 µM; 340,000 tested, 0.078% active; MBP-C-LANA/FAM-LBS DNA binding, fluorescence polarization;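 active = highest replicate inhibition at or above 60% at 9 µM, even if other replicates fall short; inactive = all replicates below 60% inhibition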;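 also: 0% = neutral control wells and 100% = 4 µM acridine orange control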
* hit, by the source's call; · = not tested or not shown.

The line under a structure holds: HTR5A inv ctr, RTF Ca sens inh, V-ATPase pH, OPRM1-OPRD1 inv, CAL PDZ FP, RTF Ca sens act, Keap1 Nrf2 FP, HTR5A ag ctr, MOR-DOR ag, LANA DNA inh
> CC(C)c1cn(C2OC(COC(=O)c3ccccc3)C(OC(=O)c3ccccc3)C2OC(=O)c2ccccc2)c(=O)[nH]c1=O (stereo unspecified)
  -17, 0, 0, 2, -5, 13, 4, 0, -0.4, 0.8
> CCN(CC(=O)NC(C)(C)C)C(=O)c1ccccc1SCC(=O)NC1CCCCCCC1
  4, 6, 1, 15, -3, 0, 1, 1, -2.9, 0.5
> CN=C(c1ccc(C)cc1)n1c(=S)nc(-c2ccc(C)cc2)n(C)c1=S
  3, -1, 2, -3, 0, 10, -3, -1, 0.7, -2.9
> COc1ccc(S(=O)(=O)NN(C)C(=O)c2nn(-c3ccccc3)ccc2=O)cc1
  10, 0, -1, 7, -6, -1, -4, 2, -1.4, -0.9
> O=S(=O)(N/N=C/c1ccc(Cl)cc1)c1ccc(Cc2ncc(C(F)(F)F)cc2Cl)s1
  -59, -6, -2, -22, 1, -1, 0, 7, 4.3, 0.0
> CCCc1nnc(SCc2ccc(OCC)cc2)n1N
  16, -7, 6, 17, -1, 3, -6, -7, -3.5, 1.2
> COc1ccc(-c2nnc(NC(=O)c3ccc(S(=O)(=O)N4CCCc5ccccc54)cc3)o2)cc1
  -18, -6, 3, 6, -4, -4, -1, -2, -1.0, 0.5
> Cc1ccc(NC(=O)N2N=C(c3ccc(F)cc3)CC2c2ccc(F)cc2)cc1 (stereo unspecified)
  2, 0, 2, -2, ·, 2, 0, -1, 0.5, -1.3
> CC(C)C[C@H](NC(=O)CCn1nnc2ccccc2c1=O)C(=O)O
  9, -15, -3, 8, -5, 0, -3, -7, -1.6, -0.5
> CCOC(=O)C1=C(C)Nc2ncnn2C1c1ccccc1F (stereo unspecified)
  -2, 4, 2, 8, 6, 3, 0, -2, -1.3, 1.0
> CCCOc1ccc(S(=O)(=O)Nc2ccccn2)c2ccccc12
  0, -11, 1, 4, -2, -2, 1, 4, -0.7, -1.6
> COc1cccc(CNCCNC(=O)c2nonc2N)c1
  3, -11, 5, -1, ·, -2, -6, 2, 0.2, -0.8
> CC1(C)CC(=O)C(C(=S)Nc2ccc(F)cc2)=C(NCCN2CCOCC2)C1
  -10, -1, 4, 0, 1, 6, -4, 3, 0.1, 0.7
> COC(=O)c1ccc(C)c(NC(=O)CN(c2cc(OC)ccc2OC)S(C)(=O)=O)c1
  0, -6, 3, 3, 2, 3, 5, -1, -0.6, 0.9
> CCCCc1ccc(NC(=S)N2CCN(c3ccccn3)CC2)cc1
  -7, -9, -4, -4, -4, -8, 3, 2, 0.8, 0.1
> CC(=O)OCC(OC(C)=O)C(OC(C)=O)C(OC(C)=O)C(=O)Nc1cccc(C)c1 (stereo unspecified)
  -13, 3, -1, 10, 0, 2, -5, -5, -1.9, -0.7
> O=C(NC1CCCC1)C(c1ccc(F)cc1)N(C(=O)c1csnn1)C1CCCC1 (stereo unspecified)
  -17, -2, 5, 0, -3, -7, -2, -4, 0.0, -0.2
> Cc1nn(C(C)C(=O)NC2C(=O)N3C(C(=O)O)=C(CSc4nnnn4C)CSC23)cc1Cl (stereo unspecified)
  9, -17, -3, 16, ·, -2, -4, 6, -3.1, 1.7
> CCCCCCCC1(C)NC(=O)N(c2ccccc2)N1 (stereo unspecified)
  -6, -8, 2, -39, -2, 4, 1, 3, 7.1, -2.4
> COc1cccc(OCCOCCOc2ccc(C)cc2[N+](=O)[O-])c1
  -5, 4, 3, 7, -3, 1, -1, 1, -1.3, 2.4
> COc1ccccc1/C=C/C=N/n1c(-c2ccco2)n[nH]c1=S
  17, -9, 2, 6, -2, -6, -4, 3, -1.2, -1.6
> O=c1[nH]c(C2CCCN(S(=O)(=O)c3ccc(F)cc3)C2)nc2c1nnn2Cc1ccc(F)cc1 (stereo unspecified)
  3, -2, 3, -9, ·, -4, -1, 6, 1.1, 1.5
> Cc1nc2ccccn2c1C(=O)N/N=C/c1ccc(CNC(=O)C(=O)Nc2ccccc2)o1
  8, 15, -2, 9, 2, 2, 0, 5, -1.7, 1.3
> COc1ccc(OC)c(S(=O)(=O)NC2CCCCC2)c1
  36, -5, -1, 1, -2, -2, -5, 1, -0.2, 0.3
> OC(c1ccccc1)(c1ccccc1)c1ncc[nH]1
  1, 2, -1, 4, 0, 14, -4, 0, -0.7, -0.3
> Cn1cnnc1Sc1ccc(/C=C(\CC(=O)O)c2nc3ccccc3s2)cc1[N+](=O)[O-]
  13, -11, 3, -9, -2, 3, -4, -2, 1.7, 0.7
> COCCCNC(=O)CC1C(=O)N(Cc2ccccc2)C(C)c2nc3ccccc3n21 (stereo unspecified)
  ·, -6, 0, ·, 2, 4, 2, ·, ·, -0.6
> Cc1ccc(C(=O)NC2CCCc3ccccc32)o1 (stereo unspecified)
  -14, -4, 0, 9, ·, 0, -2, 0, -1.9, -0.7
> O=C(COC(=O)c1ccccc1)c1ccc2c(c1)OCCO2
  4, -10, 3, 6, ·, 6, -5, -2, -1.2, -0.1
> O=C(NCc1cccnc1)Nc1ccc(Cl)cc1Cl
  7, -2, -1, 4, 0, -1, -3, 1, -0.8, 1.0
> O=C(Oc1ccc2c(c1)OCC2=O)c1ccccc1
  -8, -3, 3, 16, -3, 1, 0, 3, -2.8, 0.8
> COCCOC(=O)c1[nH]c2c(c1C)C(=O)CC(c1cccs1)C2 (stereo unspecified)
  -9, -9, -4, 13, -5, 1, 1, 2, -2.5, 1.7
> Cc1cc(CNC(=O)COc2ccc(C)c(C)c2)c2ccccc2n1
  -9, -6, 3, 2, 4, -1, -2, 3, -0.5, -0.1
> CCOc1ccc(N(CC(=O)NC2CC2)S(=O)(=O)c2ccc(C)cc2)cc1
  3, -10, 0, 11, 0, 2, -2, -3, -1.7, 0.6
> COc1ccc(N)cc1C#N
  -8, -4, -1, -2, 5, 4, -2, 3, 0.4, 0.1
> O=C(Nc1cc(C(F)(F)F)ccc1N1CCOCC1)c1cccnc1
  -33, 9, -1, 7, 7, 9, 2, 4, -1.3, -2.2
> CCOC(=O)/C(=N/Nc1ccccc1)N1CCCc2ccccc21
  -1, 1, -2, 0, 0, -6, -3, 0, 0.1, 0.6
> CCCN1CCC(NC(=O)C2CCCCC2C(=O)O)CC1 (stereo unspecified)
  25, -2, -1, 11, -1, 4, -2, -1, -3.3, -2.4
> CC[n+]1ccc(C)c2cc(SC(F)(F)F)ccc21
  -5, -12, 0, 8, 1, 8, -5, 2, -1.7, 0.0
> CN(C)S(=O)(=O)c1cccc(C(=O)Nc2ccc(N3CCOCC3)cc2)c1
  -9, -13, 0, 3, -1, -1, 0, 3, -0.6, -0.7
> CN1CCN(CCCNC(=O)c2ccc(/C=C3/Sc4ccccc4N(Cc4cccc(Cl)c4)C3=O)cc2)CC1
  -11, 7, -2, 15, -4, -7, -6, 4, -2.7, 0.4
> COC(=O)C(CC(=O)c1ccc(Cl)cc1)c1ccc(C)cc1 (stereo unspecified)
  3, -4, -1, -3, -3, 0, -4, -2, 0.6, 0.2
> CCOc1ccc(CN2CCN(CCCn3cccn3)CC2CCO)cc1 (stereo unspecified)
  -15, 3, -1, -31, ·, -2, -6, -3, 6.1, -0.7
> CCn1cc(C(=O)N[C@@H](CCSC)C(=O)NCCCn2ccnc2)c(=O)c2cc3c(cc21)OCO3
  0, -11, -1, 9, -2, -4, -4, 1, -1.8, -0.4
> Cc1cccc(-n2c(C)cc(/C=N/O)c2C)c1
  1, -22, 1, -2, -1, -3, 2, 3, 0.4, 2.7
> CCNC(=S)NNC(=O)c1ccoc1C
  -9, 11, -4, 0, -6, 2, -6, 3, 0.0, 0.1
> Clc1ccc(-c2nc3ccccn3c2CN2CCSCC2)cc1
  8, 3, 0, -17, -2, 3, -5, -3, 3.8, -2.4
> O=[N+]([O-])c1cccc(/C=N/Nc2ncc(Br)cn2)c1
  -7, -1, 1, -2, -2, -3, -5, 2, 0.5, -2.5
> C1=C(CCNCC2CCCCC2)CCCC1
  -30, -1, 1, 15, -4, 2, 5, 2, -2.9, -0.2
> NS(=O)(=O)c1ccc(CCNC(=O)CSc2ccc([N+](=O)[O-])cc2)cc1
  4, 1, -4, 17, -11, -1, -5, -1, -3.1, 0.4
> O=C(NCc1ccc(Cl)cc1)c1cc(=O)[nH]c2ccccc12
  -9, -4, -2, 0, -2, -2, 59*, 1, -0.1, 2.0
> CC(=O)Cc1nsc(NC(=O)c2ccc(-c3ccccc3Cl)o2)n1
  -29, -3, 4, 19, -34, -1, -2, 10, -3.6, 1.8
> CCOc1ccc(/C=N/OCC(=O)Nc2cc(C)on2)cc1
  18, -15, -2, 12, 0, 0, -5, -7, -2.3, 1.1
> COc1ccc(C2(c3ccc(OC(C)=O)cc3OC(C)=O)CC(c3ccccc3)NC(=S)N2)cc1 (stereo unspecified)
  10, -2, -2, 6, 2, 6, -1, -4, -1.3, -0.4
> OCC1(Cc2ccccc2)CCCN(Cc2ccn[nH]2)C1 (stereo unspecified)
  -10, -15, -1, 15, -3, -1, -4, 1, -2.9, 0.2
> COc1ccc(Cc2n[nH]c(=S)n2NC(=O)Nc2ccc(Cl)c(Cl)c2)cc1
  15, 2, 2, 3, 2, 0, 1, 2, -0.6, 0.3
> CCNC(=S)Nc1ccc(-c2nc3ccccc3[nH]2)cc1
  11, -6, -4, 3, -6, 5, -7, -3, -0.6, 0.3
> Nc1n[nH]c(N)c1N=Nc1ccccc1
  -23, 1, 5, 0, ·, 6, 0, 2, 0.0, 0.3
> CCCN(C(=O)COC(=O)c1nc2nc(C)cc(C)n2n1)C1CCS(=O)(=O)C1 (stereo unspecified)
  -14, 3, -4, -26, -4, -2, 0, 1, 6.9, -1.6
> Cc1cc(C)n(C2CC(=O)N(c3ccccc3)C2=O)n1 (stereo unspecified)
  -22, 6, 0, 3, -19, 7, -1, -2, -0.5, -0.3

Next part.
The line under a structure holds: HTR5A inv ctr, RTF Ca sens inh, V-ATPase pH, OPRM1-OPRD1 inv, CAL PDZ FP, RTF Ca sens act, Keap1 Nrf2 FP, HTR5A ag ctr, MOR-DOR ag, LANA DNA inh
> CCN(CC)S(=O)(=O)c1cc(NC(=O)CCc2c(C)noc2C)ccc1C
  -5, 0, 0, 2, -3, -2, -5, 1, -0.4, -1.9
> Cc1c(CCC(=O)NCC(=O)NCC(=O)O)c(=O)oc2cc3oc4c(c3cc12)CCCC4
  9, -8, 7, 10, -10, -2, -5, -3, -2.2, -0.8
> Cc1ccccc1Oc1nc2c(C)cccn2c(=O)c1/C=C(\C#N)C(=O)Nc1c(C)n(C)n(-c2ccccc2)c1=O
  -2, 8, -1, 12, -3, -1, -2, 1, -2.3, 0.2
> CCn1cc(C(=O)NCCc2ccccc2)c(=O)c2cc(S(=O)(=O)N(C)C)ccc21
  6, -2, -2, 15, -2, 0, 0, -2, -3.4, 0.9
> O=C(CSC1=NNC(c2ccccn2)S1)Nc1ccc(C(F)(F)F)cc1 (stereo unspecified)
  -4, 2, -1, -12, 7, 3, -3, 11, 2.3, -0.3
> COc1ccccc1NC(=S)NCc1cccnc1
  -24, -12, 2, 13, -1, -5, 2, -1, -2.5, 3.7
> Cc1nn(-c2ccc(NC(=O)c3ccncc3)cc2)c(C)c1Cl
  6, -6, 0, 4, -3, 2, 1, -2, -0.8, 1.5
> CCN(CC(=O)NCc1ccc(F)cc1)CC(=O)NC1CCCC1
  -8, -18, -3, 0, -3, 6, -3, 1, -0.1, 1.5

Compounds as they come; overall some 2.8% were active at least once.
